Screening results: PubChem BioAssay, several laboratories
Rv3671c inh: inhibits the M. tuberculosis serine protease Rv3671c; 320,000 tested, 0.048% active; inhibition, % at 5.96 µM; P9WHR9; in the data active = inhibition above about 38%;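 note: extracellular domain of Rv3671c used as enzyme; 0% = enzyme with DMSO and 100% = no enzyme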
GDH-TPI counter: GDH-TPI coupled enzyme inhibition counter-screen; AID 588335; inhibition, % at 4.8 µM; 360,000 tested, 1.2% active; GDH-TPI coupled enzyme counterscreen, NADH absorbance; in the data active = inhibition above about 30%;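 note: 0% = DMSO wells and 100% = wells lacking the enzyme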
SSB-PriA inh: inhibitors of Klebsiella pneumoniae PriA binding to SSB C-terminal tail | AlphaScreen SSBct-PriA binding, biotinylated peptide | inhibition, % at 33 µM | 430,000 tested, 0.6% active | AID 1272365; in the data active = inhibition mostly above about 37%, no sharp cut-off; inactive = mostly below about 20%;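 note: plate controls were negative control peptide for no effect and reference peptide for full effect; strong numbers were not always called active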
Mtb BioA inh: BioA (M. tuberculosis) enzyme inhibition; AID 602481; inhibition, % at 9.99 µM; purified M. tuberculosis BioA enzyme, plate reader; 360,000 tested, 0.096% active; in the data active = inhibition above about 40%
MazF activator: increases E. coli MazEF RNase cleavage of RNA | P0AE70 | FAM/BHQ RNA-DNA oligo cleavage fluorescence, 5 h | activation, % at 20 µM | 350,000 tested, 0.32% active | AID 504720; in the data active = activation above about 50%
Target sequence (P0AE70 whole entry, looked up): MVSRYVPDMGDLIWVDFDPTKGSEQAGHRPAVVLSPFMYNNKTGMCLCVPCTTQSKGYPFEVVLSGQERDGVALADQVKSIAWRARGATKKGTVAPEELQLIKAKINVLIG
Vc quorum ag: induces V. cholerae light production without autoinducers | V. cholerae BH1578 lux reporter, luminescence, 6 h | activation, % at 18.7 µM | 350,000 tested, 0.16% active | AID 588436; in the data active = activation mostly above about 9.7%, no sharp cut-off; note: not every result past the cut was called active; inactives centre near 0; reference of the scale not given here
Mtb UGM inh: inhibitors of M. tuberculosis UDP-galactopyranose mutase; purified UGM, fluorescence polarization probe displacement; inhibition, % at 10 µM; 320,000 tested, 0.06% active; AID 504406; in the data active = inhibition above about 10%, passing the limit was not always enough
Target sequence (P9WIQ1 whole entry, looked up): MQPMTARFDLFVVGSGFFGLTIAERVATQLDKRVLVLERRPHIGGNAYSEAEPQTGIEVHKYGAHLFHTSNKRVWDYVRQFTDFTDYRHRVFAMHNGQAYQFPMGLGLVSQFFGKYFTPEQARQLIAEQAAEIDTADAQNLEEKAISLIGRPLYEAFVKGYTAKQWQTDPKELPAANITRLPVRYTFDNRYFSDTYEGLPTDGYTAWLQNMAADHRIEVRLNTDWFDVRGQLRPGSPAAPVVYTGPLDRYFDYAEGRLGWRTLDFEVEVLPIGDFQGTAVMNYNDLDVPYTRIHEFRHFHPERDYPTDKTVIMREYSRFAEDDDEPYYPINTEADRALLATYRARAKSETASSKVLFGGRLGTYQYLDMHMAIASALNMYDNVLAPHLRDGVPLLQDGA
VHR inh abs: DUSP3 (human) phosphatase inhibition | P51452 | recombinant VHR phosphatase, pNPP absorbance | inhibition, % at 13.3 µM | 290,000 tested, 0.52% active | AID 1654; in the data active = inhibition above about 50%; note: some compounds called inactive have numbers as strong as hits
Target sequence (P51452 whole entry, looked up): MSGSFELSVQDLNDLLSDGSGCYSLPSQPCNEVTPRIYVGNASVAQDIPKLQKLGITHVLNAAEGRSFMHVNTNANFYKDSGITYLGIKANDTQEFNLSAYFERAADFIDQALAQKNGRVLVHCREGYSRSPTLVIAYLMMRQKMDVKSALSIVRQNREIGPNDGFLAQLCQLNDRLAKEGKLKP
Mtb FBA inh: inhibitors of M. tuberculosis fructose-bisphosphate aldolase. P9WQA3. purified M. tuberculosis FBA, fluorescence read-out. inhibition, % at 1 µM. 360,000 tested, 2.3% active; in the data active = inhibition above about 27%;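 note: 0% = vehicle and 100% = reference inhibitor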
Target sequence (P9WQA3 whole entry, looked up): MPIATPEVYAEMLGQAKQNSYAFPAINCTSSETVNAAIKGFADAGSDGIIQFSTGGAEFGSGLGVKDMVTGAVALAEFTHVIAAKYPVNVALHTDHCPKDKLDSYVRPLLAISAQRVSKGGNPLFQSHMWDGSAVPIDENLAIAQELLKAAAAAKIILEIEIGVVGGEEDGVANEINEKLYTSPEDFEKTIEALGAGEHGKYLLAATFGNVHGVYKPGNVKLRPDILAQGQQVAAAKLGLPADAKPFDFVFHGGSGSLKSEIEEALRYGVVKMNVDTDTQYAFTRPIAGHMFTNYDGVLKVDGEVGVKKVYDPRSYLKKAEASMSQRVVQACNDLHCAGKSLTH
3CLpro inhibitor: SARS-CoV 3CLpro protease inhibition. AID 1706. P0C6X7. 290,000 tested, 0.14% active. recombinant SARS-CoV 3CLpro, quenched FRET peptide cleavage. inhibition, % at 6 µM; in the data active = inhibition above about 12%
Numbers without * were called inactive. Only part of the results is shown; count on the stated rates, not on these rows.

What do the screens show for `COc1ccc(C2=C(O)C(C)N(c3ccccc3)C2=N)cc1OC` (centres undefined)?
Rv3671c inh: -10; GDH-TPI counter: 6; SSB-PriA inh: -2; Mtb BioA inh: 1.7; MazF activator: 1; Vc quorum ag: -1.9; Mtb UGM inh: 5.4; VHR inh abs: 0; Mtb FBA inh: 0; 3CLpro inhibitor: 3

What do the screens show for `COc1ccc(CCCc2nnc(SCC(=O)Nc3nc(C)cs3)n2C)cc1`?
Rv3671c inh: 5; GDH-TPI counter: -3; SSB-PriA inh: -4; MazF activator: -4; Vc quorum ag: inactive; Mtb UGM inh: -3.1; VHR inh abs: 14; Mtb FBA inh: 1; 3CLpro inhibitor: -9

Results for CCC(COC)Oc1cc(NCc2ccccc2)c2ncn(C(C)C)c2c1 (centres undefined) ?
Rv3671c inh: -43; GDH-TPI counter: 5; SSB-PriA inh: 63*; Mtb BioA inh: -2.5; MazF activator: 6; Vc quorum ag: -4.5; Mtb UGM inh: 0.6; Mtb FBA inh: 3

Results for Cc1cc(C)nc(NS(=O)(=O)c2ccc(Br)s2)c1 ?
Rv3671c inh: 9; GDH-TPI counter: -9; SSB-PriA inh: -10; Mtb BioA inh: 14; MazF activator: -6; Vc quorum ag: -0.3; Mtb UGM inh: -1.5; VHR inh abs: -20; Mtb FBA inh: 0; 3CLpro inhibitor: -1

Results for COc1ccc(N(CCCN2C(=O)c3cccc4cccc(c34)C2=O)C(=O)c2cccc(OC)c2)cc1 ?
Rv3671c inh: -30; GDH-TPI counter: 9; SSB-PriA inh: -8; MazF activator: -2; Vc quorum ag: inactive; Mtb UGM inh: -1.2; VHR inh abs: 6; Mtb FBA inh: -3; 3CLpro inhibitor: 1

What do the screens show for `Cc1ccc(Oc2c(C(N)=O)cc([N+](=O)[O-])cc2[N+](=O)[O-])cc1`?
Rv3671c inh: -16; GDH-TPI counter: 15; SSB-PriA inh: -10; MazF activator: 1; Vc quorum ag: -0.4; Mtb UGM inh: -1.8; VHR inh abs: 3; Mtb FBA inh: 2; 3CLpro inhibitor: 7

What do the screens show for `COc1ccc(-c2nnc(SCC(=O)NCC3CCCO3)n2C)cc1` (centres undefined)?
Rv3671c inh: 1; GDH-TPI counter: 6; SSB-PriA inh: -8; MazF activator: -5; Vc quorum ag: -0.5; Mtb UGM inh: -2.2; VHR inh abs: 18; Mtb FBA inh: 0; 3CLpro inhibitor: -4

How did CSc1ccc(CNc2nnnn2C)cc1 do in these assays?
Rv3671c inh: -7; GDH-TPI counter: 3; SSB-PriA inh: -11; Mtb BioA inh: -0.1; MazF activator: 6; Vc quorum ag: 5.9; Mtb UGM inh: -2.0; VHR inh abs: 5; Mtb FBA inh: 2; 3CLpro inhibitor: 3

What do the screens show for `Cc1ccc[n+](C2C(c3ccc([N+](=O)[O-])cc3)C(C#N)=C([S-])NC2(O)C2CC2)c1` (centres undefined)?
Rv3671c inh: -6; GDH-TPI counter: 1; SSB-PriA inh: 12; MazF activator: 19; Vc quorum ag: inactive; Mtb UGM inh: -2.0; VHR inh abs: -20; Mtb FBA inh: 6; 3CLpro inhibitor: 3

What do the screens show for `CSc1ccccc1NC(=O)CN(C)C(=O)Cn1c(=O)oc2ccccc21`?
Rv3671c inh: 0; GDH-TPI counter: -4; SSB-PriA inh: -11; Mtb BioA inh: 2.9; MazF activator: 4; Vc quorum ag: -0.5; Mtb UGM inh: 1.3; Mtb FBA inh: 0

Results for CCN(CC)CCCCNc1ncc2cc(-c3cc(OC)cc(OC)c3)c(NC(=O)NC(C)(C)C)nc2n1 ?
Rv3671c inh: -5; GDH-TPI counter: 9; SSB-PriA inh: -1; Mtb BioA inh: 3.3; MazF activator: 28; Vc quorum ag: 3.0; Mtb UGM inh: -1.4; VHR inh abs: 21; Mtb FBA inh: 16; 3CLpro inhibitor: -5

What do the screens show for `COc1ccc(C)cc1-n1nnnc1SCC1CCCCO1` (centres undefined)?
Rv3671c inh: -3; GDH-TPI counter: 6; SSB-PriA inh: -12; Mtb BioA inh: -1.1; MazF activator: 2; Vc quorum ag: 0.1; Mtb UGM inh: 0.7; VHR inh abs: 6; Mtb FBA inh: 1; 3CLpro inhibitor: 3

How did CC(C)OC(=O)c1cc(NC(=O)C2C3CCC(O3)C2C(=O)O)cc(C(=O)OC(C)C)c1 (centres undefined) do in these assays?
Rv3671c inh: 19; GDH-TPI counter: 10; SSB-PriA inh: -11; Mtb BioA inh: -2.3; MazF activator: -10; Vc quorum ag: -8.3; Mtb UGM inh: -0.3; VHR inh abs: -4; Mtb FBA inh: 7; 3CLpro inhibitor: 7

What do the screens show for `O=C1C2C3C=CC(C3)C2C(=O)N1/N=C/c1ccc(-c2ccccc2[N+](=O)[O-])o1` (centres undefined)?
Rv3671c inh: -12; GDH-TPI counter: 17; Mtb BioA inh: -1.8; MazF activator: -20; Vc quorum ag: -0.7; Mtb UGM inh: -1.5; VHR inh abs: 5; Mtb FBA inh: 1; 3CLpro inhibitor: 12*

What do the screens show for `CCNc1nc(NCC)nc(C(=O)NN)n1`?
Rv3671c inh: -4; GDH-TPI counter: 2; SSB-PriA inh: 83*; Mtb BioA inh: -1.9; MazF activator: -15; Vc quorum ag: -1.3; Mtb UGM inh: 3.2; VHR inh abs: 12; Mtb FBA inh: -1; 3CLpro inhibitor: -3

Results for Cc1ccc(NS(=O)(=O)c2cn(C)cn2)cc1 ?
Rv3671c inh: -2; GDH-TPI counter: -1; SSB-PriA inh: -11; Mtb BioA inh: -2.5; MazF activator: 12; Vc quorum ag: 0.7; Mtb UGM inh: -0.4; VHR inh abs: 18; Mtb FBA inh: -2; 3CLpro inhibitor: -10

How did O=C(O)CCC(=O)OCC1CCCO1 (centres undefined) do in these assays?
Rv3671c inh: -3; GDH-TPI counter: 1; SSB-PriA inh: -14; Mtb BioA inh: -5.3; MazF activator: -13; Vc quorum ag: -0.4; Mtb UGM inh: 0.6; VHR inh abs: 4; Mtb FBA inh: 4; 3CLpro inhibitor: -3

What do the screens show for `COc1ccccc1NC(=O)NC1(C(=O)N2CCCCCC2)CCCCC1`?
Rv3671c inh: 6; GDH-TPI counter: 0; SSB-PriA inh: -9; Mtb BioA inh: -1.7; MazF activator: 1; Vc quorum ag: -2.4; Mtb UGM inh: 4.6; VHR inh abs: 3; Mtb FBA inh: -2; 3CLpro inhibitor: 2

How did CC(C)C(NS(=O)(=O)c1ccc2c(c1)OCCCO2)C(=O)O (centres undefined) do in these assays?
Rv3671c inh: -3; GDH-TPI counter: 4; SSB-PriA inh: -11; MazF activator: 7; Vc quorum ag: -0.3; Mtb UGM inh: 3.0; VHR inh abs: 8; Mtb FBA inh: 2; 3CLpro inhibitor: 1

What do the screens show for `O=C1CCCCCN1C(=O)c1cccc(C(=O)N2CCCCCC2=O)c1`?
Rv3671c inh: -9; GDH-TPI counter: -16; SSB-PriA inh: 2; Mtb BioA inh: 0.0; MazF activator: 9; Vc quorum ag: inactive; Mtb UGM inh: 0.1; VHR inh abs: 19; Mtb FBA inh: -4; 3CLpro inhibitor: 0

Results for Cn1nnnc1SCC(=O)N1c2ccccc2Sc2ccccc21 ?
Rv3671c inh: 3; GDH-TPI counter: 7; SSB-PriA inh: -7; Mtb BioA inh: 10; MazF activator: 7; Vc quorum ag: -1.9; Mtb UGM inh: -0.7; VHR inh abs: 26; Mtb FBA inh: -1; 3CLpro inhibitor: 0

Results for Cc1ccc(NS(=O)(=O)c2cc(C(=O)NCCSC3CCCCC3)ccc2C)cc1 ?
Rv3671c inh: -95; GDH-TPI counter: 7; SSB-PriA inh: -2; Mtb BioA inh: -1.4; MazF activator: -5; Vc quorum ag: -1.8; Mtb UGM inh: 0.0; VHR inh abs: 4; Mtb FBA inh: -1; 3CLpro inhibitor: 3

Results for O=c1c2[nH]c3ccccc3c2ncn1CCN1CCNCC1 ?
Rv3671c inh: 3; GDH-TPI counter: 10; SSB-PriA inh: -14; Mtb BioA inh: -0.7; MazF activator: 8; Vc quorum ag: -0.3; Mtb UGM inh: 0.9; VHR inh abs: 20; Mtb FBA inh: -1; 3CLpro inhibitor: -8

Results for COc1cccc(CNC(=O)c2cccs2)c1 ?
Rv3671c inh: -2; GDH-TPI counter: 0; SSB-PriA inh: -3; Mtb BioA inh: -1.6; MazF activator: 20; Vc quorum ag: inactive; Mtb UGM inh: -1.8; VHR inh abs: 40; Mtb FBA inh: 3; 3CLpro inhibitor: -2

What do the screens show for `CCN(CC)CCNC(=O)c1ccc(NC(=O)c2cccc(S(=O)(=O)N3c4ccccc4CC3C)c2)cc1` (centres undefined)?
Rv3671c inh: -32; GDH-TPI counter: -4; SSB-PriA inh: -9; Mtb BioA inh: 1.6; MazF activator: 5; Vc quorum ag: 0.5; Mtb UGM inh: 0.3; VHR inh abs: 10; Mtb FBA inh: 1; 3CLpro inhibitor: -1

Results for COc1ccc(N)cc1-n1c(C)ccc1C ?
Rv3671c inh: -12; GDH-TPI counter: 14; SSB-PriA inh: 7; MazF activator: -74; Vc quorum ag: -0.3; Mtb UGM inh: 4.8; VHR inh abs: 20; Mtb FBA inh: 5; 3CLpro inhibitor: 1

Results for O=C1NCCOC(=O)[C@@H](Cc2ccc(F)cc2)CC/C=C/C[C@@H]1CC(=O)N(CCO)Cc1ccccc1 ?
Rv3671c inh: -7; GDH-TPI counter: 6; SSB-PriA inh: 1; Mtb BioA inh: -1.4; MazF activator: 8; Vc quorum ag: inactive; Mtb UGM inh: 0.2; Mtb FBA inh: 5

Results for CC(=O)c1sc(NC(=O)c2ccc(F)cc2)nc1-c1ccccc1 ?
Rv3671c inh: 0; GDH-TPI counter: 4; SSB-PriA inh: -8; MazF activator: 6; Vc quorum ag: 0.6; Mtb UGM inh: 0.8; VHR inh abs: 10; Mtb FBA inh: -1; 3CLpro inhibitor: -1

How did CCc1cc(Cn2nc(-c3ccccc3)cc2C(=O)NCc2ccc(C)cc2)on1 do in these assays?
Rv3671c inh: -23; GDH-TPI counter: -3; SSB-PriA inh: 1; Mtb BioA inh: -0.8; MazF activator: 1; Vc quorum ag: inactive; Mtb UGM inh: -1.1; Mtb FBA inh: -1

How did CC(C)n1nc(C(=O)Nc2nc3ccc(S(C)(=O)=O)cc3s2)c2ccccc2c1=O do in these assays?
Rv3671c inh: -8; GDH-TPI counter: 8; SSB-PriA inh: 3; Mtb BioA inh: -1.3; MazF activator: 23; Vc quorum ag: inactive; Mtb UGM inh: -1.6; VHR inh abs: -10; Mtb FBA inh: 2

Results for CCCc1cc(=O)oc2cc(OCC(=O)NCCCn3ccnc3)c(Cl)cc12 ?
Rv3671c inh: -13; GDH-TPI counter: 12; SSB-PriA inh: -6; Mtb BioA inh: 1.0; MazF activator: 8; Vc quorum ag: -0.1; Mtb UGM inh: -0.5; VHR inh abs: 25; Mtb FBA inh: 3; 3CLpro inhibitor: 0

How did CC(=NNc1nc2ccccc2o1)c1ncccn1 do in these assays?
GDH-TPI counter: 26; SSB-PriA inh: 101*; MazF activator: 12; Mtb FBA inh: -6

Results for CCCCC(=O)Nc1ccc(N2CCN(C(=O)CC)CC2)cc1 ?
Rv3671c inh: 5; GDH-TPI counter: -4; SSB-PriA inh: -6; MazF activator: -1; Vc quorum ag: -0.3; Mtb UGM inh: -0.6; VHR inh abs: -18; Mtb FBA inh: -2; 3CLpro inhibitor: -2

How did O=C(Nc1ccccc1N1CCN(C(=O)c2ccc(Cl)cc2)CC1)c1ccc([N+](=O)[O-])o1 do in these assays?
Rv3671c inh: -3; GDH-TPI counter: 9; SSB-PriA inh: -15; Mtb BioA inh: -0.8; MazF activator: 0; Vc quorum ag: inactive; Mtb UGM inh: 1.0; VHR inh abs: 5; Mtb FBA inh: 0; 3CLpro inhibitor: 3

As a short view, part of the list above:
How did CC(C)n1nc(C(=O)Nc2nc3ccc(S(C)(=O)=O)cc3s2)c2ccccc2c1=O do in these assays?
Rv3671c inh: -8; GDH-TPI counter: 8; SSB-PriA inh: 3; Mtb BioA inh: -1.3; MazF activator: 23; Vc quorum ag: inactive; Mtb UGM inh: -1.6; VHR inh abs: -10; Mtb FBA inh: 2

Results for CCCc1cc(=O)oc2cc(OCC(=O)NCCCn3ccnc3)c(Cl)cc12 ?
Rv3671c inh: -13; GDH-TPI counter: 12; SSB-PriA inh: -6; Mtb BioA inh: 1.0; MazF activator: 8; Vc quorum ag: -0.1; Mtb UGM inh: -0.5; VHR inh abs: 25; Mtb FBA inh: 3; 3CLpro inhibitor: 0
